Runt-CBFb FRET – blocks binding of human RUNX1 Runt domain to CBFb | inhibition, % at 20 µM | Cerulean-Runt/Venus-CBFb FRET ratio 530/480, 1 h | Q01196+Q13951 | 220,000 compounds, 0.46% hits;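 active = inhibition over about 50% at 20 µM in the single-dose screen, limit read from the data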;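 note: 0% = DMSO wells and 100% = excess unlabeled CBFb competitor control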
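Assay system: Cerulean-Runt domain / Medium: Tris 50 mM pH 7.5, KCl, K2SO4, 0.01% BSA / Timing: protein complex preformed 1 h, compound exposure 1 h, room temperature, dark / Measured by: FRET, excitation 422 nm, emission at 530 and 480 nm / Evaluation: loss of energy transfer signal / Control set: 5 µM unlabeled CBFb as full-inhibition high control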
EBV gp42 inh – blocks Epstein-Barr virus glycoprotein 42 binding. inhibition, % (tested at 21.74 µM). AID 1085. Q1HVG2. 220,000 compounds, 0.42% hits. Fluorescence polarization binding assay, mP read-out; in the data active = inhibition above about 50%
Runt-SMMHC FRET – Runt domain-CBFb-SMMHC interaction inhibition; AID 1434; 220,000 compounds, 0.74% hits; inhibition, % at 20 µM; Cerulean-Runt/Venus-CBFb-SMMHC FRET ratio 530/480, 1 h; Q01196+Q13951;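 active = mean inhibition across duplicate retests at 20 µM reaching about 50%, limit read from the data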;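 note: 0% = DMSO wells and 100% = wells with excess untagged CBFb-SMMHC; inhibitors lower the FRET ratio by blocking Runt binding to CBFb-SMMHC; some results filed as inactive read as strong as hits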
Hck Nef HTS – inhibitors of human Hck kinase activated by Nef. Recombinant Hck-YEEI plus Nef, Z-Lyte FRET kinase assay. AID 463187. 220,000 compounds, 0.68% hits. inhibition, % at 20 µM;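 active = Hck-Nef kinase inhibition above about 50%, limit read from the data; inactive = inhibition below that limit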;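 note: 0% = DMSO with Hck plus Nef and 100% = Hck alone without Nef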
Mdm2 ligase inh – inhibitors of human Mdm2 E3 ubiquitin ligase; Q00987; AID 1230; 210,000 compounds, 0.11% hits; cell-based MDM2 ubiquitination luciferase reporter, 2 h; 0 = plate control, 100 = twice control, blank-subtracted; signal enhancement, % at 5 µM;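 active = signal enhancement of 30% or more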;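 note: luminescence tracks abundance of the self-degrading MDM2-luciferase fusion protein; higher signal means inhibition of MDM2 E3 ligase activity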
Target sequence (Q00987 whole entry, looked up, the tested form may be a part): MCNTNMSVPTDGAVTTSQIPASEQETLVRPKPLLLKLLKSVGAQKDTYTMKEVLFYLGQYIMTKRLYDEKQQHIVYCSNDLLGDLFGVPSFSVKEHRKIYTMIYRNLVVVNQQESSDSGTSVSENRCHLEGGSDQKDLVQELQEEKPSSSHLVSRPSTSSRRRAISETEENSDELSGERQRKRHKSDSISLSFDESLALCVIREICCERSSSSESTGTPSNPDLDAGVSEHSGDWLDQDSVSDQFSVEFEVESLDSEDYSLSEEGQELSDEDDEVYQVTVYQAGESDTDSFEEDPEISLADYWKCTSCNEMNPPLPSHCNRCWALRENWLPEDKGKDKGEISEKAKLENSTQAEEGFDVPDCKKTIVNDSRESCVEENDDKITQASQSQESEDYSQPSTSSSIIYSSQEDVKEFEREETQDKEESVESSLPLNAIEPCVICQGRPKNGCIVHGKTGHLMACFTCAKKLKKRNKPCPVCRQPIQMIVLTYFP
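system = mammalian cells stably expressing self-ubiquitinating, self-degrading MDM2 E3–luciferase fusion | quantity = 2000 cells per well seeded | incubation = 4 h cell settling then 2 h compound exposure, 37 °C | signal = SteadyLite luminescence, 15 min reagent step | benchmarks = plate control and blank wells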
14-3-3 Bad PPI – disrupts binding of bovine 14-3-3 zeta to phospho-Bad peptide; 220,000 compounds, 0.71% hits; TR-FRET 14-3-3zeta/Dy647-pBad peptide displacement, 1 h; AID 781; inhibition, % at 21.7 µM;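 active = inhibition above about 70%, limit read from the data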;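 note: 0% = full 14-3-3 plus peptide FRET controls and 100% = background without 14-3-3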
NCF1 inh – p47phox (human) inhibition; inhibition, % at 24.7 µM; 220,000 compounds, 0.53% hits; P14598; p47phox/p22phox peptide binding, fluorescence polarization, 2 h;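 active = inhibition above about 30%, limit read from the data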;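 note: 0% = p47phox with labelled peptide and 100% = labelled peptide alone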
Target sequence (P14598 whole entry, looked up): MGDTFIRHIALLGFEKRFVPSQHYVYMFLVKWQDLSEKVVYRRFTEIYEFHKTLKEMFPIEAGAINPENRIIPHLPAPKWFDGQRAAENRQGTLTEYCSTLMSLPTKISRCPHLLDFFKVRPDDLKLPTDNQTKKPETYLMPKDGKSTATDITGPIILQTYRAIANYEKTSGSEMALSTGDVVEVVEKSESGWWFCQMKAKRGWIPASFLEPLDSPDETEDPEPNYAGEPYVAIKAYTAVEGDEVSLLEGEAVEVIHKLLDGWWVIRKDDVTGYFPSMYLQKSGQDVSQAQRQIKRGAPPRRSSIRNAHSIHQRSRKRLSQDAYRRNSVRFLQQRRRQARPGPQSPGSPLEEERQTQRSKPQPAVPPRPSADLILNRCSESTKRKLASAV
Tb hexokinase – blocks Trypanosoma brucei hexokinase 1 activity; recombinant TbHK1, G6PDH-coupled NADH A340; inhibition, % at 10 µM; 220,000 compounds, 0.11% hits; AID 1430;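 active = inhibition of 50% or more in the single-dose primary screen; inactive = inhibition below 50%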
zVAD death inh – L929 zVAD cell death inhibition. L929 zVAD necroptosis rescue, ATP luminescence, 24 h; with zVAD 60 µM. viability rescue, % at 10 µM. 220,000 compounds, 0.38% hits;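 active = activation, scaled between plate controls, above about 75%, limit read from the data; inactive = activation under that limit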;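 note: 0% = zVAD with DMSO and 100% = DMSO alone without zVAD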
An asterisk follows results filed as active; nt = not tested or not shown; [ ] = another dose, or the depositor's remark.

Compound | Runt-CBFb FRET | EBV gp42 inh | Runt-SMMHC FRET | Hck Nef HTS | Mdm2 ligase inh | 14-3-3 Bad PPI | NCF1 inh | Tb hexokinase | zVAD death inh
Cc1sc(NC(=O)C2C3CCC(C3)C2C(=O)O)c(C(N)=O)c1-c1ccc(C(C)(C)C)cc1 (configuration not stated) | -3 | 11 | -4 | 4 | 1 | -13 | -4 | 41 | 0.8
C#CCNC(=O)C1=C[C@@H](C2CCCCC2)[C@H](CCCO)[C@@H](OCC)O1 | -1 | -1 | 0 | -5 | nt | 0 | -4 | -15 | 0.8
CCC(=O)Nc1nc(C)nc(C)c1C(C)=O | 2 | -14 | -3 | -1 | nt | -12 | -2 | -2 | 0.9
COc1ccc(N2CC(C(=O)Nc3ccc(N4CCOCC4)cc3)CC2=O)cc1 (configuration not stated) | 1 | -25 | -4 | 8 | -8 | -6 | -5 | -7 | -0.6
COc1cccc(-n2nnc3c(=O)n(CC(=O)N4CCCCC4)cnc32)c1 | 0 | -15 | 2 | 1 | -8 | -7 | 7 | 1 | -0.1
CC(=O)c1c(C)[nH]c(C(=O)CSc2ncnc3sc(-c4ccccc4)cc23)c1C | -2 | -20 | 1 | 12 | -12 | 16 | -21 | -5 | 1.9
COc1ccc(CCNC(=O)CSc2c[nH]c3ccccc23)cc1OC | 2 | -11 | 4 | 13 | -5 | -10 | -6 | 4 | 0.0
O=C(NCc1cccs1)c1cnc2sccn2c1=O | 0 | -13 | 4 | -3 | -17 | 1 | -4 | -31 | 1.3
CCOc1ccc(NC(=O)CN(c2ccc([N+](=O)[O-])cc2)S(=O)(=O)c2ccccc2)cc1 | 4 | 9 | -2 | 2 | 1 | -6[fluorescence artefact?] | -11 | -6 | 0.3
CCOC(=O)CSc1nnc(-c2ccc(Cl)cc2Cl)o1 | -3 | -15 | -1 | 1 | -21 | -8 | -8 | -4 | -0.1
Cc1cccc(NC(=O)CCN2CCN(C/C=C/c3ccccc3)CC2)c1 | -1 | -10 | -1 | -1 | -10 | 1 | -11 | 0 | 0.0
CCNC(=S)/N=C(/Nc1ccccc1)Nc1nc(C)cc(C)n1 | -3 | 2 | 7 | 17 | -12 | -5 | -3 | -2 | 0.8
CCOP(=O)(OCC)C(NC(=O)Nc1ccccc1)c1ccccc1 (configuration not stated) | 2 | 3 | 1 | 2 | -13 | 3 | 7 | 0 | 0.7
CC(C)C(c1nnnn1Cc1ccc(F)cc1)N1CCSCC1 (configuration not stated) | 0 | -15 | 2 | -16 | 7 | 9 | -13 | 7 | -0.6
COc1ccc(NC(=O)CSc2nc(N)c(C#N)cc2C#N)cc1 | 1 | -16 | 9 | 3 | -15 | -9 | -49 | -20 | -0.5
CCCSc1nc(-c2ccccc2)cc(C(F)(F)F)c1C#N | -3 | -13 | -4 | 1 | 2 | -4 | -18 | 0 | -0.2
CCCN(CC1CC1)C(=S)NC(=O)c1ccc(S(=O)(=O)N2CCOCC2)cc1 | 3 | 8 | 1 | 5 | -13 | -11 | -3 | -1 | -0.7
COc1ccc(C(=O)NC(C)c2nnc(SCC(=O)Nc3nc4ccccc4s3)n2C)cc1 (configuration not stated) | -1 | -15 | 4 | 3 | 2 | 0 | -4 | -9 | 0.1
CCCc1nc2oc3ccccc3c(=O)c2c(=O)n1-c1ccccc1 | 0 | 2 | -6 | 7 | -12 | -5 | -5 | -7 | 0.1
CCOC(=O)CNC(=O)CSc1nnc(Cn2cnc3ccccc32)n1C | -1 | 0 | 0 | 1 | -16 | -15 | -2 | -4 | -0.3
O=C(c1sc2ccccc2c1Cl)N1CCN(c2ccc(F)cc2)CC1 | 2 | -4 | -5 | 0 | 0 | -10 | -13 | 0 | 0.0
C/C(=N/NC(=O)c1ccncc1)c1c[nH]c2ccccc12 | -1 | -15 | -1 | 21 | -2 | -13 | -8 | -20 | 0.6
O=C(O)CCn1cc(/C=C\C(=O)c2ccc(Cl)cc2)c(-c2cccc(Br)c2)n1 | 0 | -5 | -1 | 6 | nt | -4 | -33 | -9 | 3.6
CN(c1cccc(NC(=O)CN(c2cccc(Cl)c2)S(=O)(=O)c2ccccc2)c1)S(C)(=O)=O | -1 | -3 | 2 | 2 | -11 | 4 | -6 | -1 | 0.2
CCN(C(=S)Nc1ccc(Oc2ccccc2)cc1)c1ccccc1 | 1 | -27 | 0 | 2 | -7 | -14[fluorescence artefact?] | 2 | 7 | 1.0
O=C1NC(Cc2ccccc2)C(=O)N1CC(=O)N1CCCc2ccccc21 (configuration not stated) | -1 | -7 | -6 | -10 | -1 | -6 | 3 | -3 | 1.5
CCN(CC)C(=O)Cn1cnc2sc(C(=O)N3CCN(Cc4ccc5c(c4)OCO5)CC3)c(C)c2c1=O | -2 | -3 | -6 | -1 | 7 | 48 | -8 | 1 | 0.3
CC(C)NC(=O)c1ccc(C2SCC(=O)N2Cc2ccccc2)cc1 (configuration not stated) | 0 | -17 | -2 | 9 | -8 | -4 | 4 | 0 | 0.5
O=C(Nc1ccc(OCc2ccccc2)cc1)Nc1ccccc1C(=O)NCCCN1CCOCC1 | -4 | -10 | -3 | 15 | -2 | -2 | -6 | -9 | 1.2
Cc1ccc2nc(-c3ccccn3)cc(C(=O)Nc3ccc(S(=O)(=O)N4CCOCC4)cc3)c2c1 | -4 | -4 | 0 | 5 | -25 | -10 | -18 | -8 | 67

At a glance, 12 of the compounds above.
Compound | Runt-CBFb FRET | EBV gp42 inh | Runt-SMMHC FRET | Hck Nef HTS | Mdm2 ligase inh | 14-3-3 Bad PPI | NCF1 inh | Tb hexokinase | zVAD death inh
Cc1sc(NC(=O)C2C3CCC(C3)C2C(=O)O)c(C(N)=O)c1-c1ccc(C(C)(C)C)cc1 (configuration not stated) | -3 | 11 | -4 | 4 | 1 | -13 | -4 | 41 | 0.8
C#CCNC(=O)C1=C[C@@H](C2CCCCC2)[C@H](CCCO)[C@@H](OCC)O1 | -1 | -1 | 0 | -5 | nt | 0 | -4 | -15 | 0.8
CCC(=O)Nc1nc(C)nc(C)c1C(C)=O | 2 | -14 | -3 | -1 | nt | -12 | -2 | -2 | 0.9
COc1ccc(N2CC(C(=O)Nc3ccc(N4CCOCC4)cc3)CC2=O)cc1 (configuration not stated) | 1 | -25 | -4 | 8 | -8 | -6 | -5 | -7 | -0.6
COc1cccc(-n2nnc3c(=O)n(CC(=O)N4CCCCC4)cnc32)c1 | 0 | -15 | 2 | 1 | -8 | -7 | 7 | 1 | -0.1
CC(=O)c1c(C)[nH]c(C(=O)CSc2ncnc3sc(-c4ccccc4)cc23)c1C | -2 | -20 | 1 | 12 | -12 | 16 | -21 | -5 | 1.9
COc1ccc(CCNC(=O)CSc2c[nH]c3ccccc23)cc1OC | 2 | -11 | 4 | 13 | -5 | -10 | -6 | 4 | 0.0
O=C(NCc1cccs1)c1cnc2sccn2c1=O | 0 | -13 | 4 | -3 | -17 | 1 | -4 | -31 | 1.3
CCOc1ccc(NC(=O)CN(c2ccc([N+](=O)[O-])cc2)S(=O)(=O)c2ccccc2)cc1 | 4 | 9 | -2 | 2 | 1 | -6[fluorescence artefact?] | -11 | -6 | 0.3
CCOC(=O)CSc1nnc(-c2ccc(Cl)cc2Cl)o1 | -3 | -15 | -1 | 1 | -21 | -8 | -8 | -4 | -0.1
Cc1cccc(NC(=O)CCN2CCN(C/C=C/c3ccccc3)CC2)c1 | -1 | -10 | -1 | -1 | -10 | 1 | -11 | 0 | 0.0
CCNC(=S)/N=C(/Nc1ccccc1)Nc1nc(C)cc(C)n1 | -3 | 2 | 7 | 17 | -12 | -5 | -3 | -2 | 0.8

Later entries.
Compound | Runt-CBFb FRET | EBV gp42 inh | Runt-SMMHC FRET | Hck Nef HTS | Mdm2 ligase inh | 14-3-3 Bad PPI | NCF1 inh | Tb hexokinase | zVAD death inh
Cc1cc2n(n1)C(c1sccc1C)Nc1c(C)cccc1-2 (configuration not stated) | 0 | 11 | -4 | 0 | -16 | 6 | -8 | -3 | -0.4
O=C1/C(=C\c2cccnc2)CCc2ccccc21 | -1 | -11 | 2 | 2 | -15 | 15 | -9 | -19 | 0.4
Cc1cc(C(=O)N/N=C/c2cc(Br)ccc2OC(=O)c2ccccc2Cl)n[nH]1 | -1 | -15 | -3 | 22 | 2 | 3 | -7 | -6 | 65
O=C(NCc1ccccc1)c1cccc(COc2cc(Cl)ccc2Cl)c1 | -1 | -6 | 4 | -3 | 2 | -5[fluorescence artefact?] | -7 | 9 | 2.3
O=C(N/N=C\c1c(O)ccc2ccccc12)c1ccc(S(=O)(=O)N2CCCCC2)cc1 | -225 | -122 | -176 | -4 | -12 | 16 | -32 | 1 | 70
O=C(C1CCCO1)N1CCC(c2nc3ccccc3[nH]2)CC1 (configuration not stated) | 1 | -13 | 1 | -1 | -12 | 27 | -4 | 3 | 0.8
COc1ccc(N/C=C/C(=O)c2ccc(Cl)cc2)cc1 | -78 | 2 | -120 | 3 | -24 | 23[fluorescence artefact?] | -12 | -9 | -0.3
COc1cc(/C=C/C(=O)OCC(=O)Nc2cc(S(=O)(=O)N(C)C)ccc2Cl)ccc1O | 11 | -21 | 10 | 20 | nt | 5 | 1 | -7 | 0.6
O=C1CC(c2ccco2)CC(O)=C1C=NCC1NCCc2ccccc21 (configuration not stated) | 1 | 4 | -10 | 1 | 4 | 8 | -27 | -2 | 0.0
Cc1c(C(=O)N2CCN(C)CC2)oc2c1C(=O)CC(C)(C)C2 | 1 | -13 | -9 | 0 | 16 | 0 | 1 | 3 | -0.1
CN(C)c1nc(C#N)nc(N(C)C)n1 | -1 | -11 | -1 | 8 | -53 | -8 | -2 | -7 | -0.8
Cc1cc(C)c2oc(-c3ccc(C)c(NC(=S)NC(=O)/C=C/c4ccco4)c3)nc2c1 | -1 | -10 | -8 | 19 | 7 | -6[fluorescence artefact?] | -20 | -35 | -0.1
Cn1cccc1/C=C1\SC(=S)N(NC(=O)c2ccc(F)cc2)C1=O | -22 | -141 | -47 | -4 | -9 | 0 | -34 | -2 | 0.0
CCCc1nc2c(sc3nc4c(cc32)COC(C)(C)C4)c(=O)n1CCN(CC)CC | -2 | 3 | 0 | 3 | 5 | 2 | 2 | -4 | 2.0
Cc1ccc(C(=O)N/C(=C\c2sccc2C)C(=O)NCc2ccco2)cc1 | nt | -8 | 1 | 1 | -18 | 5 | 2 | -18 | -0.1
COc1cc(/C=C2/S/C(=N/S(=O)(=O)Cc3ccccc3)NC2=O)c([N+](=O)[O-])cc1OC | -4 | -3 | -6 | 5 | -8 | -6 | 22 | -42 | 0.9

2 compounds picked at random from those above:
Compound | Runt-CBFb FRET | EBV gp42 inh | Runt-SMMHC FRET | Hck Nef HTS | Mdm2 ligase inh | 14-3-3 Bad PPI | NCF1 inh | Tb hexokinase | zVAD death inh
CN(C)c1nc(C#N)nc(N(C)C)n1 | -1 | -11 | -1 | 8 | -53 | -8 | -2 | -7 | -0.8
CCCc1nc2c(sc3nc4c(cc32)COC(C)(C)C4)c(=O)n1CCN(CC)CC | -2 | 3 | 0 | 3 | 5 | 2 | 2 | -4 | 2.0

Screens (PubChem)
